# PP1 inh: counter-screen for PP5 inhibitors: inhibitors of human PP1-alpha | P62136 | purified PP1alpha, OMFP fluorescence | inhibition, % at 6.7 µM | 0.9% of 320,000 active | AID 2235;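 active = inhibition above the mean inhibition of all tested compounds plus 3 SD, computed separately for each screening campaign, cut at about 15% in these data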
# Target sequence (P62136 whole entry, looked up): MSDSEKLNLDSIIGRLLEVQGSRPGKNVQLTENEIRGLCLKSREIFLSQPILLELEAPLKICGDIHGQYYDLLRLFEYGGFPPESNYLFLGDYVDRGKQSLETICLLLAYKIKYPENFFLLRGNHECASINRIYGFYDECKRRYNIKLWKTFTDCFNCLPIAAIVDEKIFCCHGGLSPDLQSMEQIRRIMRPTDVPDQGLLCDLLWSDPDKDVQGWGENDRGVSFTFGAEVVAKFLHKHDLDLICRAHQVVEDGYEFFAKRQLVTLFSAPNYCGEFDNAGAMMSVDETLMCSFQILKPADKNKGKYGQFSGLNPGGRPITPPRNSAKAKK
# core dimer inh: HCV core protein dimerization inhibition; TR-FRET GST/Flag-core106 dimerization, 1536-well; inhibition, % at 5 µM; 0.33% of 300,000 active;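 active = inhibition above the mean of all tested compounds plus 3 SD, set per screening campaign, cut at about 45% in these data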
#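 Assay system: Tagged HCV core106 pair (GST and Flag) | Buffer or medium: KF-containing HEPES buffer, pH 7.45, DTT, CHAPS, BSA | Also added: Eu donor and XL665 acceptor anti-tag antibodies | Dosing: One concentration, 5 µM, in 0.5% DMSO | Timing: 4 h at 22.5 °C | Technique: TR-FRET 671 and 617 nm emission | Repeats: Singlicate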
# Yeast superoxide: yeast age-related superoxide inhibition as caloric restriction mimetic; AID 2690; S. cerevisiae aged cells, superoxide DHE fluorescence; hits give low values; 0.18% of 330,000 active; superoxide response (% of plate mean), % at 10 µM;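 active = superoxide response under a set limit, about three screen SD below normal, cut at about 65% in these data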;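 note: yeast aged for seven days with compound at 30 °C before DHE staining; 100% = average MFI of all compound-treated wells on the plate with controls excluded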
# ZTA counter: counter-screen for EBNA-1 inhibitors: inhibitors of Epstein-Barr virus ZTA; 0.15% of 320,000 active; inhibition, % at 11 µM; P03206; ZTA-DNA binding, fluorescence polarization; in the data active = inhibition above about 33%
# Target sequence (P03206 whole entry, looked up): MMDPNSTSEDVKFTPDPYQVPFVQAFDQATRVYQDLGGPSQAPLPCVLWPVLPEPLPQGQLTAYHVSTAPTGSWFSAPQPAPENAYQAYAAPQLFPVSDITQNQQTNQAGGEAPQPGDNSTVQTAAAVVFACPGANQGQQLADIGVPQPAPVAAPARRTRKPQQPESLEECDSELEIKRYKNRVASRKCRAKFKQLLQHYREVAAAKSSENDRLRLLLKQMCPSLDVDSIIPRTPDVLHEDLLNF
# EBNA-1 inh: blocks EBNA-1 binding to DNA; AID 1950; 0.34% of 300,000 active; EBNA-1 DNA binding, fluorescence polarization; inhibition, % at 14.8 µM; in the data active = inhibition above about 28%
# TPT1 inh: inhibitors of Candida albicans tRNA 2'-phosphotransferase TPT1 | 0.81% of 300,000 active | recombinant caTPT1, FP RNA substrate dephosphorylation | inhibition, % at 5 µM;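 active = inhibition above the mean of all tested compounds plus 3 SD, set per screening campaign, cut at about 24% in these data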;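 note: plate controls were DMSO alone for no effect and ferristatin control at 100 nM for full effect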
# GASC-1 inh: inhibitors of human GASC-1 (JMJD2C) demethylase; GST-JMJD2C(1-420) H3K9me3 demethylation, DELFIA europium; 0.069% of 330,000 active; AID 2099; inhibition, % at 2.35 µM; Q9H3R0;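 active = more than half of a compound's replicate wells show inhibition beyond 50%, single wells judged on their own value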;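 note: signal counts dimethyl H3K9 product captured on neutravidin plate; 0% = median of DMSO wells and 100% = 0.3 times that DMSO median; strong numbers were not always called active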
# CTSL1 counter: blocks F. hepatica cathepsin L1 in PFM18AAP counter-screen; recombinant F. hepatica cathepsin L1, Z-Leu-Arg-MCA fluorescence; AID 1906; inhibition, % at 5.96 µM; 0.49% of 300,000 active;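 active = inhibition above the mean of all tested compounds plus 3 SD, set per screening campaign, cut at about 17% in these data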;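 note: 0% = plate median of test compound wells and 100% = 1 µM Z-Phe-Ala-diazomethylketone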
# PP5 primary: inhibitors of human protein phosphatase 5 (PP5). P53041. purified PP5c, OMFP substrate fluorescence. inhibition, % at 6.7 µM. 0.18% of 320,000 active;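 active = inhibition above the campaign's mean inhibition across all tested compounds plus 3 SD, cut at about 9.5% in these data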;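 note: 0% = DMSO only and 100% = 100 µM cantharidin control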
# Target sequence (P53041 whole entry, looked up): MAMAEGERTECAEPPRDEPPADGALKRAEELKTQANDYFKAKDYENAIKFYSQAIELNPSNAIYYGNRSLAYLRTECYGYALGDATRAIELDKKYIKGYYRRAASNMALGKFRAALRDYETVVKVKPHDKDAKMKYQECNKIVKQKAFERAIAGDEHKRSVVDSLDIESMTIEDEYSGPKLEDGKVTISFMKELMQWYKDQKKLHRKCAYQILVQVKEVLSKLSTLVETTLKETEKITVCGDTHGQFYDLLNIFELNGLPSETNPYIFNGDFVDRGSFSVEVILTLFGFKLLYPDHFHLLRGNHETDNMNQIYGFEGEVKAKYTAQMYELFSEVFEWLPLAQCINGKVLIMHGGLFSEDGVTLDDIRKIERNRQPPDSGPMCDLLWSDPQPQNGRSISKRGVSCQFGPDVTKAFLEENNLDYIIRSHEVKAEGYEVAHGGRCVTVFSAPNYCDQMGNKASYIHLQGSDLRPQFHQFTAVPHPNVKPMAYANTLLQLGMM
# An asterisk follows results filed as active; / = no result given; & = joins results of further samples.
SMILES,PP1 inh,core dimer inh,Yeast superoxide,ZTA counter,EBNA-1 inh,TPT1 inh,GASC-1 inh,CTSL1 counter,PP5 primary
COc1ccc2[nH]c(=O)c(C(c3nnnn3C3CCCC3)N3CCN(Cc4ccc5c(c4)OCO5)CC3)cc2c1 (configuration not stated),9,7,100,3,-7,1,4,1,2.8
CCCc1nc2ccccc2n1CCc1ccccc1,-3,3,93,-4,-6,0,5,-4,1.7
COc1ccc(C2CC2/C(=N/O)c2ccccn2)cc1 (configuration not stated),-2,0,115,-21,-8,-5,3,0,2.9
CCc1ccccc1NC(=O)C(C#N)Cc1cccnc1 (configuration not stated),-2,3,105,23,4,-3,-4,-1,-3.3
NS(=O)(=O)c1cccc(NC(=O)COC(=O)CC2CC3CCC2C3)c1 (configuration not stated),-2,-2,95,2,-2,-1,8,-8,0.9
CCCCn1c(=O)c(CCC(=O)OCC(=O)Nc2cccc3ccccc23)nc2ccccc21,0,8,90,-6,-1,2,-1,6,3.6
C/C(=N\N=C(N)N)c1cc(Cl)ccc1Cl,-7,6,94,-6,8,-4,1,0,1.4
COc1ccc2nc(NC(=O)Cc3cccs3)sc2c1,7,16,96,-1,-19,7,-9,-4,5.2
O=C(CN(Cc1ccccc1)C(=O)c1cc2c(s1)CCC2)NCc1cccs1,3,9,95,8,-3,-4,-3,-2,-0.4
CCOC(=O)C1CCN(S(=O)(=O)c2cn(C)c(C)n2)CC1,5,3,107,11,1,-4,-7,-3,0.5
CCCCOc1cccc(/C=C(\C#N)C(=O)NC2CC2)c1,-1,-6,121,-8,0,1,-18,-2,3.6
Cc1cc(C)nc(/N=C(\N)Nc2ccc(OCc3ccccc3)cc2)n1,11,-1,103,6,-3,-1,-12,-2,0.8
O=C(CN(CCCN1CCOCC1)C(=O)Cn1nnc(-c2ccc(F)cc2)n1)NC1CCCCC1,-5,2,122,-14,-7,1,1,-8,2.8
Cc1cc(C(F)F)n2ncc(C(=O)NCc3ccccc3C(F)(F)F)c2n1,4,12,96,14,2,-2,8,-2,1.6
Fc1ccc([C@@H]2CCNC[C@H]2COc2ccc3c(c2)OCO3)cc1,6&3,-12&0,78&100&98,-22&1,11&3,-1&0,-12&27,-6&7,0.4&-0.7
Cc1ccc(CCNC(=O)C2CC(c3cc(C(F)(F)F)cc(C(F)(F)F)c3)=NO2)cc1 (configuration not stated),9,-5,102,-6,-5,-2,-12,5,5.1
O=C(CNC(=O)c1ccc(Br)o1)NNC(=O)c1ccc(Br)cc1,0,/,114,4,/,/,-18,/,-0.2
CCOC(=O)CNC(=O)CN1C(=O)CCS(=O)(=O)c2ccccc21,0,-5,97,-6,-3,-1,-24,3,0.3
S=c1[nH]ncn1/N=C/c1ccccn1,1,-3,109,-19,4,-3,2,-4,-0.2
CCc1ccc(C(=O)NN(C(=O)c2ccc(CC)cc2)C(C)(C)C)cc1,2,2,98,1,-1,-1,17,1,1.4
CCO[C@H]1OC(C(=O)N2CCCCCCC2)=C[C@@H](C)[C@@H]1CCCO,1,-5,96,3,6,-4,-3,-3,-0.5
O=C(NNC(=O)c1ccccc1F)c1ccc2nc[nH]c2c1,-2,2,101,4,5,-6,-9,0,-0.1
CN1CCCN(C(=O)CSc2ccccc2)CC1,0,4,120,11,1,1,5,0,0.7
CCSc1nc(-c2ccc(OC)cc2)cc(-c2ccccc2)c1C#N,-1,16,105,14,-2,1,1,0,-0.2
CCC1CCCCN1CCCNC(=O)c1cn(C)c2ccc(S(=O)(=O)N3CCOCC3)cc2c1=O (configuration not stated),-7,-1,101,-11,-9,1,-3,0,-0.8
COc1ccc(/C=C/C(=O)NCC(=O)N/N=C(\C)Cc2ccccc2)cc1,1,0,115,-7,-5,-1,14,0,0.5
O=C(NC(=S)Nc1ccc(CN2CCOCC2)cc1)c1ccc(-c2ccc(Br)cc2)o1,0,2,134,5,1,3,-19,2,-3.5
Cc1ccc(Nc2cccccc2=O)cc1,-4,-1,77,-9,5,-2,42,1,-2.4
O=C(COC(=O)c1ccc2c(c1)OCCO2)NCc1ccccc1,-1,-5,112,-13,-4,0,6,-5,1.6
Cc1ccc(NC(=S)Nc2c(C)n(C)n(-c3ccccc3)c2=O)cc1Cl,-1,2,101,5,7,-1,0,3,-0.7
CCOC(=O)c1c(C)n(S(=O)(=O)c2ccc(C)cc2)c2ccc(O)c(C(=O)O)c12,2,12,122,22,13,-2,9,3,3.4
O=C(CNCc1cccs1)Nc1cc(S(=O)(=O)N2CCCC2)ccc1Cl,-2,3,101,1,11,2,-9,0,1.3
CCOc1ccc(-c2n[nH]c(C)c2-c2ccccn2)c(O)c1,1,2,101,-3,-17,0,1,3,1.7
CCOc1ccc(CCNS(=O)(=O)c2c(C)nc3scc(C)n3c2=O)cc1OCC,-5,-5,89,-5,-15,1,-6,1,2.6
COc1ccc(NC(=O)c2[nH]c(C)c(C(C)=O)c2C)cc1S(=O)(=O)Nc1ccc(Br)cc1,-3,9,102,6,6,2,0,1,1.4
CC(c1ccco1)N(C(=O)c1ccc(Cl)c([N+](=O)[O-])c1)c1ccccn1 (configuration not stated),11,-12,90,-21,-20,-3,24,3,-0.7
CN1CCN(C(=O)C2=C[C@H](C3CC3)C[C@H](OCc3ccc(CO)cc3)O2)CC1,-2,5,98,0,4,-1,4,-2,0.6
Cc1cc(C)cc(NC(=O)c2cccc(NC(=O)C3C4CC5OC(=O)C3C5C4)c2)c1 (configuration not stated),2,-1,88,-18,1,-3,7,-3,2.1
Nc1nc(SCc2ccc(Cl)cc2Cl)nc2nc3c(cc12)CCCC3,2,16,111,1,29*,3,7,-4,0.0
COCCN(Cc1cc2cccc(C)c2n2nnnc12)C(=O)C(F)(F)F,-2,3,105,6,12,-1,3,2,0.4
CCOc1ccccc1N(CC(=O)NC1CCCCC1)C(=O)c1nsc(Cl)c1Cl,1,3,83,-13,-9,-1,10,-4,4.6
CCC1(C)C(Nc2c(C)cccc2C)=NC(=S)N1c1ccc(NC(C)=O)cc1 (configuration not stated),-2,-3,90,5,0,0,-79,-5,3.9
CCc1ccc(NC(=O)CCCn2nc(CC)n3c(cc4occc43)c2=O)cc1,3,11,81,-2,-15,1,-2,0,3.1
O=C(c1cc(F)ccc1F)C1CCCN(C(=O)CCCN2CCCCC2=O)C1 (configuration not stated),-3,7,82,13,6,2,4,-2,-0.3
CN(CC(=O)Nc1c(Cl)cccc1Cl)C(=O)CCc1nc2sc3c(c2c(=O)[nH]1)CCCC3,3,24,100,-5,6,13,-8,3,-1.2
COc1ccc(/C=C2/C(=O)ON=C2c2ccccc2)cc1OC,0,2,106,-3,-12,1,-2,0,3.1
Cc1ccc(NC(=O)CNC(=O)Cc2cccc3ccccc23)nc1,-3,12,98,1,-9,5,7,-1,2.6
COc1ccc(NC(=O)/C(C#N)=C/c2ccc(Br)o2)cc1,-6,11,108,9,0,3,-2,5,0.8
Cc1cc(C)c(NC(=S)N2CCC(N(C)CC3CCCO3)CC2)c(C)c1 (configuration not stated),-3,3,111,-8,0,0,-7,-5,1.1
Cc1nn(C(=O)c2cccc([N+](=O)[O-])c2)c(C)c1Cl,-1,2,93,22,6,0,-16,-3,-4.5
CN(C)c1ccc(C(=O)Nc2nnc(C3=COCCO3)o2)cc1,2,-8,86,-15,9,0,8,0,0.8
COc1ccc(N2CCN(C(=O)c3ccc(-c4nc5ccccc5s4)o3)CC2)cc1,-6,/,100,-7,/,/,2,/,2.7
CC(=O)c1cccc(NC(=O)CN2C(=O)c3ccccc3C2=O)c1,-1,5,93,10,-6,1,-9,-1,1.4
COC(=O)c1ccc(CSc2ccc3nnc(-c4cccc(F)c4)n3n2)o1,3,20,109,-11,-7,-1,0,6,2.6
CC(C)(C)N(Cc1cc2ccccc2[nH]c1=O)C(=O)c1cccc([N+](=O)[O-])c1,0,1,117,25,12,0,-6,2,1.3
CC(C)Cn1c(N)c(C(=O)CCl)c(=O)n(C)c1=O,1,-10,/,-4,-4,-3,3,-4,2.8
COc1nc(NCC(C)C)nc(Oc2ccc(=O)n(-c3ccccc3)n2)n1,3,12,91,7,4,0,-10,3,-1.2
CC1=CC(C)(C)Nc2ccc(OC(=O)CN3C(=O)c4ccccc4C3=O)cc21,1,-17,76,12,-3,5,-7,-2,3.4
CN(C(=O)Nc1ccccc1)n1cnc2ccccc2c1=O,-2,-2,100,-9,-14,-1,5,0,-0.5
NS(=O)(=O)c1ccc(NC(=O)COC(=O)C23CC4CC(CC(C4)C2)C3)cc1,0,0,104,0,1,0,6,0,3.5

# Remaining list, next part:
SMILES,PP1 inh,core dimer inh,Yeast superoxide,ZTA counter,EBNA-1 inh,TPT1 inh,GASC-1 inh,CTSL1 counter,PP5 primary
Cc1ccc(S(=O)(=O)NC(=O)c2ccc(-c3ccc(-c4ccccc4)cc3)o2)c(C)c1,16*,34,101,3,18,-1,1,2,2.7
COc1ccccc1C(=O)Nc1ccc(C(=O)N2CCCC2)cc1,0,-2,98,-9,2,-3,-3,0,1.8
O=C(O)c1cc(-c2cccs2)nn1-c1cccc(Cl)c1,29*,8,108,4,0,2,-13,0,-1.2
C=CCn1c(SCC(=O)NCc2ccco2)nnc1C1CCCCC1,-4,-5,97,0,-8,1,-7,2,0.7
Clc1ccc(CSc2ncn(-c3ccccc3)n2)cc1,0,-8,75,-12,-8,-1,-7,-1,1.8
COCCCN(C(=S)Nc1c(C)cc(C)cc1C)C(C)c1ccncc1 (configuration not stated),0,-1,102,-1,5,0,2,-3,-2.1
Cc1ccc2[nH]c(=O)cc(C(=O)OCC(=O)c3ccc(F)cc3)c2c1,-1,-2,94,-4,0,-3,-8,-2,-0.3
CCN(CC)S(=O)(=O)c1cccc(-c2nnc(SCC(=O)NC3CCCCCC3)n2N)c1,-3,-1,93,5,1,-2,18,-2,0.3
CCCOc1ccc(C(=O)NCCCn2ccnc2)cc1,1,-1,96,-17,-8,2,-5,-5,1.9
COC(=O)CSc1nc2c(c(C3CC=CCC3)c1C#N)CCC2 (configuration not stated),6,7,98,-1,-14,-2,0,0,4.7
CCOc1ccc(S(=O)(=O)NCCC(=O)NC2CCCCC2)cc1,-5,-5,95,-1,-6,3,-6,1,2.5
CCOC(=O)c1c(C(F)(F)F)nc2ncccn12,5,-9,92,3,-5,3,-5,0,2.6
CC(C)c1nnc(NC(=O)c2cccnc2)s1,-4,-4,107,2,-12,2,3,0,2.9
CCCN1CCC(NC(=O)c2cccc(Oc3ccccc3)c2)CC1,2,-6,92,5,-8,4,6,6,-0.5
Nc1ccc2nc(SCC(=O)N3CCN(c4ccccc4)CC3)sc2c1,2,15,90,-6,0,2,-1,2,1.8
CCN(CC)CCNC(=O)C(=O)NCC1OCCN1S(=O)(=O)c1ccc(Cl)cc1 (configuration not stated),-4,-1,108,-7,-1,1,4,0,2.9

# No new results follow: entries from further up.
SMILES,PP1 inh,core dimer inh,Yeast superoxide,ZTA counter,EBNA-1 inh,TPT1 inh,GASC-1 inh,CTSL1 counter,PP5 primary
COc1ccc(C2CC2/C(=N/O)c2ccccn2)cc1 (configuration not stated),-2,0,115,-21,-8,-5,3,0,2.9
CCc1ccccc1NC(=O)C(C#N)Cc1cccnc1 (configuration not stated),-2,3,105,23,4,-3,-4,-1,-3.3

# Compound profiles, as listed above.
# Record of CCOc1ccc(CCNS(=O)(=O)c2c(C)nc3scc(C)n3c2=O)cc1OCC → PP1 inh: -5; core dimer inh: -5; Yeast superoxide: 89; ZTA counter: -5; EBNA-1 inh: -15; TPT1 inh: 1; GASC-1 inh: -6; CTSL1 counter: 1; PP5 primary: 2.6
# Record of Cc1cc(C)cc(NC(=O)c2cccc(NC(=O)C3C4CC5OC(=O)C3C5C4)c2)c1 (configuration not stated) → PP1 inh: 2; core dimer inh: -1; Yeast superoxide: 88; ZTA counter: -18; EBNA-1 inh: 1; TPT1 inh: -3; GASC-1 inh: 7; CTSL1 counter: -3; PP5 primary: 2.1
